# Screens deposited in PubChem BioAssay by NCI.
# All columns: NCI-60 one-dose screen, growth in % after 48 h at 10 µM unless noted; 100 = growth as untreated, 0 = no growth, -100 = all killed.
# SNB-75 = SNB-75 CNS cancer; 79,000 tested, 5% active; AID 1794750
# CAKI-1 = CAKI-1 renal cancer. 75,000 tested, 4.7% active
# RXF 393 = RXF 393 renal cancer cells. 77,000 tested, 6.9% active. AID 1794773
# SNB-19 = SNB-19 CNS cancer cells; 81,000 tested, 2.5% active; AID 1794751
# ACHN = ACHN renal cancer; 81,000 tested, 4.9% active; AID 1794771
# A498 = A498 renal cancer cells | 76,000 tested, 5.4% active | AID 1794774
# SF-268 = SF-268 CNS cancer cells. 82,000 tested, 3.1% active
# SF-539 = SF-539 CNS cancer. 81,000 tested, 6.8% active
# Starred values were filed as active, the others as inactive; x = not tested or not shown; & = joins results of further samples; [ ] = remark or other dose. Rule for the calls: active = growth percent below 10; inactive = the rest.
SMILES,SNB-75,CAKI-1,RXF 393,SNB-19,ACHN,A498,SF-268,SF-539
Oc1c(-c2nnc(-c3ccccc3)o2)sc2nnc(-c3ccccc3)c(-c3ccccc3)c12,84,29,86,57,67,x,86,68
COc1ccc(/C=C/C(=O)c2ccc(NC(=O)COc3cccc4cccnc34)cc2)cc1OC,97,93,117,80,97,x,93,91
Fc1ccc(-c2cc(-c3nnc(/C=C/c4ccc5c(c4)OCO5)o3)[nH]n2)cc1F,82,98,109,102,90,112,x,95
Cc1cccc(C(=O)Nc2cccc(C#Cc3cccc4[nH]nc(N)c34)c2)c1,95,69,54,106,56,x,69,42
CC1=Nc2cnc(Nc3ccc(OCCN4CCOCC4)cc3)nc2Nc2ccccc21,47,41,67,97,50,31,78,78
COc1ccc2cc([C@H](C)C(=O)N/N=C/c3ccccc3F)ccc2c1,83,73,80,82,81,95,90,87
C=CCCCCCCCCCOC(C)=O,101,104,103,98,110,111,97,105
CCCCCCCCOc1ccc(/C=C/C(=O)c2ccc(B(O)O)cc2)cc1,117,x,108,115,102,75,105,101
O=c1n(CCO)c(=O)n(CCO)c(=O)n1CCO,86[100 µM],94[100 µM],109[100 µM],95[100 µM],100[100 µM],100[100 µM],99[100 µM],98[100 µM]
Cc1nn(-c2ccc(Cl)cc2)c2ncnc(N/N=C/c3ccccc3)c12,x,82,85,85,96,x,79,94
NS(=O)(=O)c1cn(-c2ccc([N+](=O)[O-])c3nonc23)ccc1=O,83,x,64,90,97,97,92,109
O=C(O)c1cc(=S)nc[nH]1,105,x,114,108,106,77,94,105
CCOC(=O)c1sc2nc(C)cc(C)c2c1N,74,78,100,100,94,94,94,94
COc1cc(N=Nc2c(O)c3ccccc3[nH]c2=O)c(OC)cc1N=Nc1ccccc1,87,90,121,115,92,91,111,106
COc1ccc(C2C=C(c3ccc(Cl)c(Cl)c3)N=C3SC=C(C)N32)cc1 (centres undefined),91,95,110,98,99,90,103,98
C=CCCCCCCCCC1(C)NC(=O)NC1=O (centres undefined),106,87,89,93,98,89,x,99
Cc1ccc2nc(C)c(-c3nnc(SCc4ccc(F)cc4)o3)n2c1,86,69,47,84,84,69,94,83
CSc1nc(O)cc(=O)n1C,100,93,124,99,102,96,101,101
COc1cc(/C=N/NC(=S)Nc2ccccc2)ccc1O,110,95,109,102,90,95,93,x
CCCCCc1cc(=O)[nH]c(=S)[nH]1,76,79,103,94,97,96,104,96
N#Cc1ccc(C(F)(F)F)nc1N1CCC(C(=O)Nc2ccc(C(F)(F)F)cc2)CC1,100,77,x,x,85,63,105,102
CCn1cc(C2NC(=O)c3cc(F)ccc3N2)c2cccc(Cl)c21 (centres undefined),-25*,34,x,34,34,-11*,41,-27*
Cc1cc([N+](=O)[O-])ccc1Nc1ccc(C(=O)Nc2nc3cc(C(=O)N4CCN(C(c5ccccc5)c5ccccc5)CC4)ccc3o2)cc1[N+](=O)[O-],75,69,76,81,81,61,76,93
C=CC(C)n1ccnc1 (centres undefined),84,94,113,98,113,111,105,102
CC(=O)O[C@H]1CC[C@@]2(C)C(=CC[C@@H]3[C@@H]2CC[C@]2(C)C(=O)N(O)C(=O)C[C@@H]32)C1,76,64,74,95,89,93,92,105

# A run of entries from further up, for reference:
SMILES,SNB-75,CAKI-1,RXF 393,SNB-19,ACHN,A498,SF-268,SF-539
O=C(O)c1cc(=S)nc[nH]1,105,x,114,108,106,77,94,105
CCOC(=O)c1sc2nc(C)cc(C)c2c1N,74,78,100,100,94,94,94,94
COc1cc(N=Nc2c(O)c3ccccc3[nH]c2=O)c(OC)cc1N=Nc1ccccc1,87,90,121,115,92,91,111,106
COc1ccc(C2C=C(c3ccc(Cl)c(Cl)c3)N=C3SC=C(C)N32)cc1 (centres undefined),91,95,110,98,99,90,103,98
C=CCCCCCCCCC1(C)NC(=O)NC1=O (centres undefined),106,87,89,93,98,89,x,99
Cc1ccc2nc(C)c(-c3nnc(SCc4ccc(F)cc4)o3)n2c1,86,69,47,84,84,69,94,83
CSc1nc(O)cc(=O)n1C,100,93,124,99,102,96,101,101
COc1cc(/C=N/NC(=S)Nc2ccccc2)ccc1O,110,95,109,102,90,95,93,x
CCCCCc1cc(=O)[nH]c(=S)[nH]1,76,79,103,94,97,96,104,96
N#Cc1ccc(C(F)(F)F)nc1N1CCC(C(=O)Nc2ccc(C(F)(F)F)cc2)CC1,100,77,x,x,85,63,105,102
CCn1cc(C2NC(=O)c3cc(F)ccc3N2)c2cccc(Cl)c21 (centres undefined),-25*,34,x,34,34,-11*,41,-27*
Cc1cc([N+](=O)[O-])ccc1Nc1ccc(C(=O)Nc2nc3cc(C(=O)N4CCN(C(c5ccccc5)c5ccccc5)CC4)ccc3o2)cc1[N+](=O)[O-],75,69,76,81,81,61,76,93
C=CC(C)n1ccnc1 (centres undefined),84,94,113,98,113,111,105,102
CC(=O)O[C@H]1CC[C@@]2(C)C(=CC[C@@H]3[C@@H]2CC[C@]2(C)C(=O)N(O)C(=O)C[C@@H]32)C1,76,64,74,95,89,93,92,105

# Next section.
SMILES,SNB-75,CAKI-1,RXF 393,SNB-19,ACHN,A498,SF-268,SF-539
C[C@H]1[C@H]2[C@H]3CC[C@@H]4[C@@]5(C)CCCNC(C)(C)[C@@H]5CC[C@@]4(C)[C@]3(C)CC[C@@]2(C(=O)N2CCN(C)CC2)CC[C@@H]1C,97,91,114,94,104,89,107,103
OC(CNc1ncccn1)(c1ccccc1)c1ccccc1,87,92,111,101,99,112,98,101
COc1cc(C(=O)NCc2ccc(OCCN(C)C)cc2)cc(OC)c1OC,98&104,98,100&124,104&97,108&98,103&125,101&114,101
CC1SC(c2ccc([N+](=O)[O-])cc2)N(NC(=O)CCC(=O)c2nc3ncccc3[nH]2)C1=O (centres undefined),81,86,101,91,99,79,96,90
COC(=O)c1nc(-c2ccc(C)cc2)oc1Sc1ccc(Cl)cc1,88,91,85,91,90,77,88,89
COc1ccc(S(=O)(=O)n2cc(C=O)c3ccccc32)cc1OC,102,78,101,107,94,142,88,92
COc1ccc2c(c1)C(=Nc1ccc(O)cc1)C(=O)N2,91,81,111,100,93,89,94,93
COc1cccc2c1c1c(n2CC(=O)NCCN(C)C)-c2ccccc2C1=O,93,116,117,92,98,103,101,107
CC(=O)N(O)c1ccc(/C=C/c2ccccc2)cc1,16,1.0*,-11*,32,-18*,-79*,12,34
O=C1Nc2ccc(F)cc2/C1=C/c1cc(-c2ccc3c(c2)OCO3)n[nH]1,89,99,104,109,104,93,107,99
CCC(C(=O)OCC(=O)[C@@]1(O)CC[C@H]2[C@@H]3CCC4=CC(=O)CC[C@]4(C)[C@H]3[C@@H](O)C[C@@]21C)C(C)C (some centres undefined),86,77,82,86,87,94,78,84
O=C1C(c2nnc(-c3ccccc3)n2-c2ccc(Cl)cc2)=C(O)c2ccccc21,100,x,114,100,108,90,108,100
CC(=O)c1c(C)[nH]c(-c2nc3ccc(N4CCN(C)CC4)cc3[nH]2)c1-c1ccccc1,-11*,7.7*,x,33,19,32,54,25
O=C1CCCCCCCCC(O)C(O)CCCC(c2cccs2)O1 (centres undefined),102,94,x,87,95,102,96,106
CCCCN1c2nc3ccccc3nc2SC1Nc1ccccc1 (centres undefined),95,94,127,96,103,80,101,96
Cn1cc(-c2nnc(-c3cn(C)c4ncccc34)o2)c2ccccc21,-18*,31,10,42,36,-20*,51,28
O=C1c2ccccc2C(=O)c2c(N=Nc3sc(=S)[nH]c3O)cccc21,96,100,96,100,99,x,93,97
Cc1nn(-c2ccccc2)c2nc(Cl)c(C=O)c(-c3ccccc3)c12,106,x,105,96,114,79,90,x
C#C[C@]1(CO)O[C@@H](n2cnc3c(N)nc(OC)nc32)C[C@@H]1O,81,95,x,86,103,x,105,97
CC1CC2(c3ccccc3)N(CCc3cncn32)C1=O (centres undefined),105,99,88,95,106,106,103,101
CCOC(=O)Sc1ncnc2nc[nH]c12,62,x,x,91,70,84,66,37
O=C(c1ccc(OCCN2CCCCC2)cc1)c1c(-c2ccc(OS(=O)(=O)c3ccc(F)cc3)cc2)sc2cc(OS(=O)(=O)c3ccc(F)cc3)ccc12,60,66,69,94,98,83,92,80
O=C1C=C(Nc2ccccc2)c2ccccc2C1=O,24,98&56,97,95&45,93&30,113&87,93&80,105&44
Cc1ccc(/C=C2/SC(=O)N(CCCC(=O)N3CCN(c4cc5c(cc4F)c(=O)c(C(=O)O)cn5C4CC4)CC3)C2=O)cc1,x,99,93,101,98,95,96,99
O=C1/C(=C/C2=Cc3ccccc3OC2)SC(=S)N1N1CCOCC1,103,101,111,98,99,88,124,93

# (continued)
SMILES,SNB-75,CAKI-1,RXF 393,SNB-19,ACHN,A498,SF-268,SF-539
COc1ccccc1-c1nc2ccc3[nH]ncc3c2c2c1CCCC2,38,22,51,86,58,6.9*,56,50
FC(F)(F)c1ccc2c(Nc3cccc(C4CC(c5ccccc5)=NN4c4ccc(Cl)cc4)c3)ccnc2c1 (centres undefined),70,x,74,41,73,66,51,87
O=C(O)C(=C/C=C/c1ccccc1)C(=O)O,92,91,111,90,95,100,96,101
O=C(CSc1nc2sc3c(c2c(=O)n1-c1ccc(Cl)cc1)CCCC3)N/N=C/c1ccc2c(c1)OCO2,134,97,111,100,109,109,114,105
O=C1c2ccccc2C(=O)c2c1cccc2S(=O)(=O)O,110,96,108,110,109,98,108,111
Cc1ccc(-c2nc(SCC(=O)c3ccccc3)nc(Nc3ccc(S(N)(=O)=O)cc3)c2C#N)cc1,80,51,52,77,90,104,77,18
Oc1c(CN2CCN(c3ccccc3F)CC2)cc(Br)c2cccnc12,-92*,-17*,-58*,-17*,-30*,88,0.5*,-90*
CNC(=O)c1ccc2cc(OC)c(OC)cc2c1,93,99,107,114,113,81,115,117
CC(=O)Nc1ccc(/C=C/C=C\c2cccc([N+](=O)[O-])c2)cc1,102,87,105,107,93,81,84,100
O=S(=O)(NCCCNc1nccc(-c2c(-c3cccc(O)c3)nc3occn23)n1)c1ccc(Cl)cc1,92,76,78,108,81,x,87,108
CCOC(=O)/C=C/c1c2c(c(OC)c3c1OCO3)[C@H]([C@H]1OC(=O)c3c1ccc(OC)c3OC)N(C)CC2,102,94,97,98,103,87,100,105
CC(C)(O)Cn1cc(-c2ccc(-c3cncc(Cl)c3N3CCC4(CCNC4=O)CC3)cc2)cn1,121,77,56,98,72,65,87,75
Cc1cc(=O)oc2cc(OCCCCOc3ccc(/C=C/C(=O)Nc4ccccc4N)cc3)ccc12,67,60,91,x,68,84,49,53
CC(=O)N1N=C(c2ccccc2)CC1c1nnc2n(Cc3ccccc3)c(=O)c3c4c(sc3n12)CCCC4 (centres undefined),72,140,65,x,72,90,85,82
COc1ccc(CCNC(C)=O)cc1OC,94&92,102&99,94&126,100&102,94&102,88&124,95&98,95&94
O=C(CSc1nnc(-c2cccs2)n1-c1ccccc1)Nc1ccc(F)cc1,104,87,98,91,91,85,101,90
Nc1nn(C(=O)c2cccnc2)cc1-c1ccccc1,65,85,97,124,109,109,102,108
COc1ccc(-c2nn(-c3ccccc3)cc2/C=C/C(=O)c2cc3ccccc3oc2=O)cc1,x,87,126,103,103,123,101,96
O=C(CSc1nnc(-c2ccccc2)n1-c1ccccc1)Nc1ccc(C(=O)/C=C/c2ccc(Cl)cc2)cc1,98,x,122,101,108,103,102,100
O=S(=O)(O)c1cccc(Nc2ccc3ccccc3c2)c1,78,x,107,96,98,97,96,102
Oc1ccc(Cc2ccc(O)c3ncccc23)c2cccnc12,13,16,9.6*,16,-4.3*,5.6*,28,14
CCOc1c(C#N)c(Nc2ccc(S(N)(=O)=O)cc2)c(C#N)c(=O)n1S(=O)(=O)c1ccc(C)cc1,87,91,116,101,106,79,100,101
